TDP2 inh: TDP2 (human) inhibition, absorbance primary screen; O95551; recombinant TDP2, T5PNP hydrolysis, p-nitrophenol absorbance 415 nm; inhibition, % at 12.8 µM; 0.34% of 370,000 active;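 active = inhibition above the mean of all tested compounds plus 3 SD, set per campaign, cut at about 25% in these data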;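 also: 0% = DMSO with enzyme and 100% = buffer with substrate but no TDP2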
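Incubation: 2 h at 37 °C; Test system: recombinant human TDP2; Quantity: enzyme 120 nM; Read-out basis: percent inhibition; Medium: 50 mM Tris-HCl pH 7.5 with Mg2+, KCl, DTT, BSA; Repeats: single replicate; Compound: 12.8 µM single point, 1% DMSO; Signal: epi absorbance; Reagent: 5 mM T5PNP chromogenic substrate; Benchmarks: no-enzyme high, DMSO-plus-enzyme low.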
PLCg1 inh: blocks human PLC-gamma1 enzyme activity; purified PLC-gamma1, fluorogenic substrate, fluorescence; inhibition, % at 12.2 µM; 0.84% of 370,000 active; AID 720700; in the data active = inhibition above about 9.5%
Tn6 DDE FP: disrupts Tn6 cyclic peptide binding to fibrin D-Dimer-E complex; P02675; Fibrin DD(E) TRITC-Tn6 fluorescence polarization displacement; inhibition, % at 8.3 µM; 0.21% of 370,000 active; AID 720509;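 active = inhibition above a per-campaign cutoff: mean of compounds within control limits plus 3 SD, cut at about 15% in these data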;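 also: 0% = median of all compound wells on the plate and 100% = blocking peptide control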
ARFGAP1 inh: rat ARFGAP1 inhibition | Arfgap1-stimulated ARF1 GTP hydrolysis, GDP FP detection | inhibition, % at 16.5 µM | 0.26% of 360,000 active;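 active = inhibition above a per-plate limit, mean inhibition of low control wells plus 3 SD, cut at about 25% in these data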;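 also: 0% = DMSO wells with enzyme and 100% = wells lacking Arfgap1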
Target sequence (Q62848 1-136 limits assumed): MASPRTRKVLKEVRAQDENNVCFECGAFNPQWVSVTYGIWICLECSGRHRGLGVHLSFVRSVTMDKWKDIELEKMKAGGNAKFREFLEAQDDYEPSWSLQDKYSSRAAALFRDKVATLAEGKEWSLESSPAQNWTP
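Material: truncated rat Arfgap1 GAP domain; Incubation: compound-enzyme preincubation 20 min, reaction 120 min, detection 60 min, 25 °C; Read-out: percent inhibition of Arfgap1-stimulated GTP hydrolysis; Technique: FP, GDP Alexa 633 tracer displaced from anti-GDP antibody, 620/688 nm; Controls: No-Arfgap1 wells (100%) versus DMSO full-reaction wells (0%); Replication: single well per compound.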
ADAM10 inh: inhibits human ADAM10 | O14672 | recombinant ADAM10, EDANS/DABCYL FRET peptide cleavage, 3 h | inhibition, % at 7 µM | 0.62% of 370,000 active | AID 720582;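 active = inhibition above a per-campaign cutoff equal to the mean of compounds falling between control-based bounds plus 3 SD, cut at about 20% in these data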;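 also: 0% = DMSO wells while the 100% control is not disclosed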
ADAM17 inh: inhibits human ADAM17; P78536; recombinant ADAM17, EDANS/DABCYL FRET peptide cleavage; inhibition, % at 6.95 µM; 0.83% of 370,000 active; AID 720648;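 active = inhibition above the mean of compounds lying between control limits plus 3 SD, set per campaign, cut at about 8.5% in these data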;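 also: 0% = DMSO-only wells as the low control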
Target sequence (P78536 215-824 limits assumed): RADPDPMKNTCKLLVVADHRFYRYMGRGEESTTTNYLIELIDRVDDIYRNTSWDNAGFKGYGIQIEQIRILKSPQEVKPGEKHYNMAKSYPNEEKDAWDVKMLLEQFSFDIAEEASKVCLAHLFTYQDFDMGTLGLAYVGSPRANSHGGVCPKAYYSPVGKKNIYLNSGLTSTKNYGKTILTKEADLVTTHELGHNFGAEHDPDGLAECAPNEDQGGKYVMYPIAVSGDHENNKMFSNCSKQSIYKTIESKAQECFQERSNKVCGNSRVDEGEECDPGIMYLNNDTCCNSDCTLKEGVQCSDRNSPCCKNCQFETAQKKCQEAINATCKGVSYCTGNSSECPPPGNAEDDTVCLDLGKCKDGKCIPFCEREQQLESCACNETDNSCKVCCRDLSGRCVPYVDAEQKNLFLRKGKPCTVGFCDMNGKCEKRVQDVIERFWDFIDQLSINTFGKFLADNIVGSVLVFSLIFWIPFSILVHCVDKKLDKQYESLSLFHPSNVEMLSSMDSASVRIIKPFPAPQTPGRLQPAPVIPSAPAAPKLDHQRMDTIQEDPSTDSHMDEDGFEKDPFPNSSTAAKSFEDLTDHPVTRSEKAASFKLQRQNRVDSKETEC
ASAP1 GAP inh: ASAP1 ArfGAP inhibition | AID 624377 | 0.19% of 360,000 active | inhibition, % at 16.5 µM | ASAP1-stimulated ARF1 GTP hydrolysis, GDP FP detection | Q9ULH1; in the data active = inhibition above about 25%;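 also: 0% = vehicle with enzyme and substrate and 100% = no enzyme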
LEDGF integ inh: blocks HIV-1 LEDGF/p75-dependent DNA integration. inhibition, % at 3.7 µM. TR-FRET IN-LEDGF/p75 DNA integration, Eu/Cy5. 0.64% of 370,000 active;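 active = inhibition above the screen-wide mean plus 3 SD, cut at about 13% in these data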;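 also: signal is the Cy5 over europium emission ratio at 671 and 618 nm; 0% = plate median of compound wells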
Tn7 DDE FP: inhibitors of Tn7 peptide binding to human fibrin DD(E); P02675; FP displacement of FITC-Tn7 peptide from fibrin DD(E); 0% = median of compound wells per plate; inhibition, % at 8.3 µM; 0.13% of 370,000 active;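 active = inhibition above the mean of compounds falling within the control limits plus 3 SD of them, cut at about 14% in these data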;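 also: 0% = plate median of compound wells and 100% = 10 µM Aha-Tn7 peptide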
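System: human fibrin DD(E); quantity: Fibrin-DD(E) at 2 µM final; also added: fluorescent Tn7 probe at 0.1 µM; compound dosing: single nominal test concentration of 8.3 µM per compound; schedule: 10 min preincubation, 3 h with tracer, room temperature; detection: fluorescence polarization of the labelled Tn7 tracer; repeats: one replicate per compound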
KLK7 zymogen act: activates the human kallikrein-7 zymogen; P49862; activation, % at 7 µM; purified proKLK7, EDANS-DABCYL substrate fluorescence; 100% is mature enzyme control, 0% vehicle; 0.9% of 370,000 active;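 active = activation above the mean of all tested compounds plus 3 SD, computed per campaign excluding outliers beyond control limits, cut at about 13% in these data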
Target sequence (P49862 whole entry, looked up): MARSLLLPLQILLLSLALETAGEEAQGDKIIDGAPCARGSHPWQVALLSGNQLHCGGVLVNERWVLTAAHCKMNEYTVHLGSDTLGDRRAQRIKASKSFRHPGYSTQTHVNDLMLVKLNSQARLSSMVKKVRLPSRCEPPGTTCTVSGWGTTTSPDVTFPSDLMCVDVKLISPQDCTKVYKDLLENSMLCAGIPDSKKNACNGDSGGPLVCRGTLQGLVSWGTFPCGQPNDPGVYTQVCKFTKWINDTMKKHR
Numbers without * were called inactive; . = not tested or not shown. Not a hit list. Share with any hit: about 4.2%.

Values run as follows: TDP2 inh	PLCg1 inh	Tn6 DDE FP	ARFGAP1 inh	ADAM10 inh	ADAM17 inh	ASAP1 GAP inh	LEDGF integ inh	Tn7 DDE FP	KLK7 zymogen act
(1) COc1ccc(O)c(/C=N/NC(=O)CCC(=O)Nc2ccc(F)cc2)c1
 : -1	-298	-5	-2	-126	-48	12	-4	9	-25
(2) O=C(Nc1ccccc1Cl)N1CCN(c2ccc3nnc(-c4ccc(F)cc4)n3n2)CC1
 : 1	-3	4	-11	-1	-2	0	-3	11	0.1
(3) O=C(CSc1n[nH]c(-c2ccco2)n1)N1c2ccccc2Sc2ccccc21
 : -4	-1	6	-5	9	2	-6	5	-1	0.1
(4) CCOc1c(Br)cc(C(N)=O)cc1OC
 : 1	7	-6	10	-13	2	-4	1	-4	0.0
(5) COc1ccc(C(=O)NC(=S)N2CCN(c3ccc([N+](=O)[O-])cc3)CC2)cc1
 : -1	-2	-1	2	5	4	3	-3	2	-0.5
(6) COc1ccc(-n2c(Cc3cc(=O)[nH]c(=O)[nH]3)nnc2SCC(=O)NC2CCCC2)cc1
 : -12	4	-4	-1	-5	0	12	1	0	-0.3
(7) CCn1c(SCC(=O)NNC(=O)c2ccc(C)cc2)nnc1-c1ccncc1
 : -1	-1	3	-3	-2	1	-16	-1	-1	-0.1
(8) CC1=C(C(=O)N(C(C)C)C(C)C)CC(CC(=O)NCCCN(C)C)C(=O)N1CCC1=CCCCC1 (configuration not stated)
 : 0	1	1	-4	-3	-4	-8	0	3	0.3
(9) CCC(=S)/C=C1\Sc2ccccc2N1CCCS(=O)(=O)O
 : -9	3	3	5	-2	-4	5	2	-1	0.6
(10) Cc1ccc(Sc2ccc(S(=O)(=O)Nc3ccc(CC(=O)O)cc3)cc2)cc1C
 : -2	-1	1	-10	-5	3	6	5	-4	-0.1
(11) CCCCN(C(=O)c1cccc(S(=O)(=O)N2CC(C)OC(C)C2)c1)c1c(N)n(CCCC)c(=O)[nH]c1=O (configuration not stated)
 : 7	2	2	1	-13	-7	2	-2	3	0.5
(12) CCC(C)/C(C)=N/NC(=O)c1cn(-c2ccccc2)nc1-c1ccccc1 (configuration not stated)
 : 3	0	-6	9	-4	-1	6	-1	-1	-0.1
(13) Cc1ccc(/C=C2\SC(=O)N(CCNC(=O)C3CSC4(C)CCC(=O)N34)C2=O)cc1 (configuration not stated)
 : -12	0	-5	2	-4	5	6	0	1	0.8
(14) Cc1c(Cc2ccccc2)c(=O)oc2cc(OCC(=O)NCC(O)c3ccccc3)ccc12 (configuration not stated)
 : 30*	-45	-4	10	-447	-108	14	2	3	-2.5
(15) O=C(Nc1ccc2oc(Cc3ccc(Cl)cc3)nc2c1)c1cccnc1
 : 3	-1	-3	-3	10	-1	1	-2	3	0.0
(16) COc1ccc(/C(C)=N\NC(=O)CNC(=O)C(c2ccccc2)c2ccccc2)cc1OC
 : 16	1	6	-11	0	-2	-22	0	3	0.5
(17) CCN(CC)S(=O)(=O)c1cccc(C(=O)N/N=C(\C)c2cccs2)c1
 : 21	-4	-7	5	2	1	6	3	-1	-1.1
(18) C#CCOC(=O)C(NC(=O)c1ccccc1)=C1CCCCC1
 : -3	0	-7	-1	-8	-3	4	1	2	0.1
(19) CC(=O)Nc1ccc2c(c1)C(=O)N(c1cccc(C)c1)C2=O
 : 1	-2	11	6	1	-3	-2	-6	11	0.7
(20) COc1ccc(OC)c(NC(=O)COC(=O)C2CCC2)c1
 : 5	0	-2	1	-6	1	-20	-1	2	0.3
(21) Cc1ccc2sc(N3CCN(C(=O)c4ccc([N+](=O)[O-])o4)CC3)nc2c1C
 : 24	-2	-1	8	-7	-3	-7	-3	0	0.3
(22) O=C(NNC(=O)c1csc(-c2cccs2)n1)c1ccc(Cl)cc1
 : -12	6	-1	1	-5	-7	3	-1	-4	-0.2
(23) COc1ccc(CNC(=O)C2CC(=O)N(c3ccc(OCC(=O)N4C(C)CCCC4C)cc3)C2)cc1 (configuration not stated)
 : -4	0	5	9	-13	3	-7	-3	0	0.3
(24) CCOc1ncccc1C(=O)Nc1ccc(S(=O)(=O)N2CCCC2)cc1
 : -3	1	-3	-2	-3	0	-15	0	6	-0.2
(25) COc1cc(C)ccc1OCc1cc(C(=O)N2CCCCCC2)no1
 : -13	3	-3	-2	3	3	15	5	-3	0.5
(26) CC(NC(=O)c1cc(-c2ccc(Br)cc2)on1)c1ccccc1 (configuration not stated)
 : 14	-1	1	6	7	-3	3	-1	1	0.1
(27) CCOC(=O)N1CCN(C(=O)CS(=O)(=O)Cc2nc(-c3ccccc3F)oc2C)CC1
 : -4	-3	-2	-2	0	-2	-12	0	0	0.6
(28) O=C(CN1C(=O)c2cccc3cccc1c23)NCc1ccncc1
 : 1	-275	-5	5	-66	-21	-9	-3	-6	6.3
(29) Cc1ccccc1-c1csc(C(O)c2cccnc2)n1 (configuration not stated)
 : 6	-5	-1	3	-10	-2	3	-2	5	0.0
(30) O=C(COCc1ccccc1)N1CC[C@H]2[C@H](CCCN2Cc2ccc(F)cc2)C1
 : 6	-1	3	.	-7	-6	.	0	0	-0.4

Arranged by formula weight (high to low): some entries from above
Values run as follows: TDP2 inh	PLCg1 inh	Tn6 DDE FP	ARFGAP1 inh	ADAM10 inh	ADAM17 inh	ASAP1 GAP inh	LEDGF integ inh	Tn7 DDE FP	KLK7 zymogen act
(27) CCOC(=O)N1CCN(C(=O)CS(=O)(=O)Cc2nc(-c3ccccc3F)oc2C)CC1
 : -4	-3	-2	-2	0	-2	-12	0	0	0.6
(2) O=C(Nc1ccccc1Cl)N1CCN(c2ccc3nnc(-c4ccc(F)cc4)n3n2)CC1
 : 1	-3	4	-11	-1	-2	0	-3	11	0.1
(16) COc1ccc(/C(C)=N\NC(=O)CNC(=O)C(c2ccccc2)c2ccccc2)cc1OC
 : 16	1	6	-11	0	-2	-22	0	3	0.5
(3) O=C(CSc1n[nH]c(-c2ccco2)n1)N1c2ccccc2Sc2ccccc21
 : -4	-1	6	-5	9	2	-6	5	-1	0.1
(5) COc1ccc(C(=O)NC(=S)N2CCN(c3ccc([N+](=O)[O-])cc3)CC2)cc1
 : -1	-2	-1	2	5	4	3	-3	2	-0.5
(30) O=C(COCc1ccccc1)N1CC[C@H]2[C@H](CCCN2Cc2ccc(F)cc2)C1
 : 6	-1	3	.	-7	-6	.	0	0	-0.4
(26) CC(NC(=O)c1cc(-c2ccc(Br)cc2)on1)c1ccccc1 (configuration not stated)
 : 14	-1	1	6	7	-3	3	-1	1	0.1
(25) COc1cc(C)ccc1OCc1cc(C(=O)N2CCCCCC2)no1
 : -13	3	-3	-2	3	3	15	5	-3	0.5
(18) C#CCOC(=O)C(NC(=O)c1ccccc1)=C1CCCCC1
 : -3	0	-7	-1	-8	-3	4	1	2	0.1
(20) COc1ccc(OC)c(NC(=O)COC(=O)C2CCC2)c1
 : 5	0	-2	1	-6	1	-20	-1	2	0.3
(4) CCOc1c(Br)cc(C(N)=O)cc1OC
 : 1	7	-6	10	-13	2	-4	1	-4	0.0

Other records:
Values run as follows: TDP2 inh	PLCg1 inh	Tn6 DDE FP	ARFGAP1 inh	ADAM10 inh	ADAM17 inh	ASAP1 GAP inh	LEDGF integ inh	Tn7 DDE FP	KLK7 zymogen act
(31) Cc1ccc(CNC(=O)CN(c2cccc([N+](=O)[O-])c2)S(=O)(=O)c2ccccc2)cc1
 : -8	3	-9	-8	2	4	-14	2	5	0.8
(32) O=C(O)CC(NCc1ccco1)C(=O)OCC1CCCO1 (configuration not stated)
 : 4	1	3	0	3	-1	-11	-1	-3	0.0
(33) Cc1cc(C)cc(-n2c(N)c(C(=O)Nc3c(C)n(C)n(-c4ccccc4)c3=O)c3nc4ccccc4nc32)c1
 : 0	-54	-3	2	-119	-29	2	-7	-1	-18
(34) CCSC1=NCCN1S(=O)(=O)c1ccc(F)cc1
 : -4	-1	3	8	1	-3	8	-2	-2	-0.1
(35) O=[N+]([O-])c1ccc(OC(F)F)c(/C=N/n2cnnc2)c1
 : -8	3	0	11	-3	-6	-4	-1	-5	-0.5
(36) COC1=CC(=Cc2c(N)n3nc(CC(=O)N4CCCCC4)sc3nc2=O)C=C(OC)C1=O
 : -8	-32	-13	13	-36	-5	4	0	-1	-0.9
(37) COc1cc(C(=O)NCC(=O)N/N=C\C(C)=C/c2ccccc2)cc(OC)c1OC
 : -9	-4	5	9	8	1	-7	0	1	0.0
(38) Cc1cccc(C)c1N1C(=O)c2ccccc2NC(=O)C1C(=O)NCCc1ccccc1 (configuration not stated)
 : 2	-1	0	3	-18	-1	2	-3	-4	0.1
(39) O=C(CN(C(=O)c1csnn1)c1ccc(F)cc1)NCc1ccc2c(c1)OCO2
 : 19	3	1	4	-4	-1	-9	-1	-4	0.2
(40) C=CCn1c(SCc2csc(C)n2)nc2sc3c(c2c1=O)CCCCC3
 : -4	2	-2	0	-2	0	14	-1	-5	0.3
(41) COC(=O)CSc1cnc2ccccc2n1
 : -9	-2	-7	1	-19	-7	3	-1	2	-0.3
(42) O=C(Cn1cc2c(n1)CCCCC2)NCc1ccccc1
 : -9	0	2	14	-11	1	12	-2	-6	0.1
(43) CCN(CC)CCNC(=O)c1c(C)oc2cc(Br)c(OC)cc12
 : -8	6	-1	9	5	3	-11	4	-13	-0.1
(44) O=C(N/N=C/c1cccnc1)c1ccc2ccccc2c1O
 : 2	-89	-1	-8	-95	-24	3	-3	-4	0.9
(45) COc1ccccc1NC(=S)N1CCN(c2ncccn2)CC1
 : 5	-1	8	-1	-2	-3	4	-2	-4	0.3
(46) CC(C(=O)Nc1nc2ccccc2[nH]1)N1C(=O)C2CC=CCC2C1=O (configuration not stated)
 : -15	-2	-7	10	-18	-1	-5	-3	-1	-0.5
(47) CCCOc1ccc(CNC(=O)CCC(=O)n2ncc3cc(C)ccc32)cc1
 : 6	-1	1	1	-2	-4	-6	-2	5	0.1
(48) Cc1ccc(S(=O)(=O)CCC(=O)OCC(=O)NC(N)=O)cc1
 : -9	6	6	-6	7	0	7	3	-6	0.2
(49) c1ccc(-c2c[nH]c(-c3ccccc3)c2)cc1
 : -6	1	1	5	-10	1	0	2	-4	-0.4
(50) NC(=O)c1nn(-c2ccccc2)nc1NC(=O)CN1CCCC1
 : -10	-11	14	4	-49	-18	6	0	1	-0.1
(51) O=C(CSc1nnnn1-c1cccc(F)c1)NC1CC1
 : 3	0	-12	11	-5	-7	-8	0	-8	-0.5
(52) Cc1ccccc1-n1c(-c2ccco2)n[nH]c1=S
 : 6	-9	-4	-10	-30	-11	3	-1	4	-1.2

Source: PubChem (The Scripps Research Institute Molecular Screening Center)
